Assay outcomes deposited in PubChem by Broad Institute.
BL2 CD40 inh = inhibitors of CD40-induced NF-kB signaling, primary screen, BL2 cells, luciferase reporter, single point | CD40L-induced, 4 h | inhibition, % at 10 µM | hit rate 0.94% among 83,000;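 active means mean inhibition of at least 50% with a set share of replicates also reaching that level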;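 further: 0% = neutral control wells and 100% = IKK inhibitor VII at 50 µM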
* hit, by the source's call; [ ] = dose if it differs, or a comment.

molecule,BL2 CD40 inh
Cc1ccc(C2(C)NC(=O)N(CC(=O)Nc3ccccc3C(=O)N3CCCCC3)C2=O)cc1 (stereo not drawn),5.1
Cc1ccc(S(=O)(=O)NCC(c2ccc3c(c2)OCO3)N2CCN(c3ccccc3)CC2)cc1 (stereo not drawn),-12.6
CC(C)Cc1nnc(NC(=O)C2CCN(C(=O)c3ccc(F)cc3)CC2)s1,-0.9
NC(=O)c1cccc(-c2coc3c(C(=O)NC4CCCCC4)cccc23)c1,-5.5
COCC(=O)N1CC2(CCN(C(=O)c3cccnc3)CC2)c2c([nH]c3cc(OC)ccc23)[C@@H]1CO,-0.5[25 µM]
O=C(O)c1ccccc1C=NNc1ccc([N+](=O)[O-])cn1,-6.2
CC1(c2ccc(Cl)cc2)NC(=O)N(CC(=O)Nc2cccnc2Cl)C1=O (stereo not drawn),-3.9
Cc1oc(C(C)(C)C)cc1C(N)=O,9.2
CCc1nnc(NC(=O)c2ccc(OCc3c(C)noc3C)c(OC)c2)s1,7.4
CCCS(=O)(=O)N1CCN(CC2CC=CCC2)CC1 (stereo not drawn),9.4
O=C(Nc1ccon1)c1cccc(S(=O)(=O)N2CCCCCC2)c1,-4.2
O=C(CCNC(=O)c1ccc(Br)cc1)NCCCN1CCCC1=O,7.7
O=C(Nc1ccc2c(c1)OCO2)N1CCN(c2ccccc2)CC1,-1.5
C[C@H](NC(=O)C[C@@H]1CC[C@H]2[C@@H](COc3ccc(NS(=O)(=O)c4ccc(Cl)cc4)cc3C(=O)N2C)O1)c1ccccc1,4.1[25 µM]
CC(C)(C)SCCNC(=O)c1ccccc1,-64.9
COc1ccc(S(=O)(=O)Nc2ccc(-n3cnnn3)cc2)cc1Br,-29.7
O=C(NC1CC1)c1cccc(NC(=O)c2cnn(-c3ccccc3)n2)c1,4.5
Cc1cccc(N(C)c2cc(-c3ccc(F)cc3)nc3ccnn23)c1,14.8
COc1ccc(CNC(=O)CN(c2ccc(C(C)=O)cc2)S(=O)(=O)c2ccc(C)cc2)cc1OC,3.7
O=C(c1cccc(N2C(=O)c3ccccc3C2=O)c1)N1CCCCCC1,3.3
CC(C)N(Cc1cnn(C)c1)Cc1nc(-c2ccc(Cl)cc2)no1,7.2
N#C[C@H]1[C@H](c2ccc(C3=CCCCC3)cc2)[C@H](CO)N1C(=O)NC1CCCCC1,27.1
O=C(NCc1ccccc1CN1CCCCC1)c1ccccc1N1CCCC1=O,9.0
Cc1nc(-n2nnc3ccccc32)c2c3c(sc2n1)CCCC3,5.4
COc1ccc(C(CNC(=O)c2cccc(S(=O)(=O)Nc3ccc(Br)cc3)c2)N(C)C)cc1 (stereo not drawn),-7.3
Cn1c(N)c(C(=O)COC(=O)c2cc3ccccc3cc2O)c(=O)n(C)c1=O,5.4
CO[C@@H]1CN(C)C(=O)c2ccc(NS(C)(=O)=O)cc2OC[C@@H](C)N(CC2CC2)C[C@@H]1C,-6.0[25 µM]
CC(=O)N1CCc2cc(S(=O)(=O)N3CC(C)CC(C)C3)ccc21 (stereo not drawn),10.2
N#Cc1nc(Cc2cccc3ccccc23)oc1NCc1ccco1,1.3
COCC1CCN(C(=O)c2cc(COc3ccc(OC)c4ccccc34)on2)C1 (stereo not drawn),-75.2

Three structures out of the list, ordered by molar mass, high to low:
molecule,BL2 CD40 inh
COc1ccc(C(CNC(=O)c2cccc(S(=O)(=O)Nc3ccc(Br)cc3)c2)N(C)C)cc1 (stereo not drawn),-7.3
COc1ccc(CNC(=O)CN(c2ccc(C(C)=O)cc2)S(=O)(=O)c2ccc(C)cc2)cc1OC,3.7
Cc1nc(-n2nnc3ccccc32)c2c3c(sc2n1)CCCC3,5.4

More results.
molecule,BL2 CD40 inh
Cc1cc2cc(CNC(=O)CCC(=O)O)ccc2[nH]1,2.4
CN(C)CC(=O)Nc1cc(C(F)(F)F)ccc1Cl,15.1
O=C(NCCCN1CCN(c2cccc(Cl)c2)CC1)c1ccc(N2CCCC2=O)cc1,1.6
Cc1ccc(/C=C/S(=O)(=O)NCC(=O)OCC(=O)NCc2ccccc2)cc1,12.4
Cc1cc(C)n(-c2ccc(C(=O)OCC(=O)c3ccc(Br)s3)cc2)n1,-3.5
CCCC#Cc1ccc([C@@H]2[C@@H](C#N)N(C(=O)C3CC3)[C@H]2CO)cc1,-6.5
CC(=O)Nc1ccc(S(=O)(=O)NNC(=O)CCc2ccccc2)cc1,13.9
C=C1C(=O)OC2C1C(OC(=O)C(C)=CC)CC(=C)C1C(O)C3OC3(C)C21O (stereo not drawn),32.6
CC(C)(O)CN(C(=O)c1ccccc1)C1CCCCC1,8.5
Cc1sc2ncnc(NCC(c3ccco3)N3CCCC3)c2c1C (stereo not drawn),3.6
COc1ccccc1CCNC(=O)c1ccc(C)o1,-9.2
c1ccc2c(N3CCCCCC3)nc(-c3ccncc3)nc2c1,11.7
N#C/C=C(/c1ccc(F)cc1)N1CCOCC1,10.6
O=C(COc1ccc(S(=O)(=O)N2CCOCC2)cc1)NCc1ccccc1,-1.6
CN1C(=O)c2cc(NC(=O)C3CC3)ccc2OC[C@H]2O[C@@H](CC(=O)NCCc3ccncc3)CC[C@@H]21,7.2
COc1ccccc1NS(=O)(=O)c1cccc(C(=O)OCC(=O)NC2CC2)c1,5.4
COc1ccccc1NC(=O)Cc1csc(N)n1,4.2
CC(C)Oc1ccc(S(=O)(=O)N2CCOCC2)cc1NC(=O)c1cc([N+](=O)[O-])ccc1N1CCOCC1,-14.3
COc1ccccc1CNC(=O)C[C@H]1C=C[C@H](NC(=O)CC2CC2)[C@H](CO)O1,4.4[25 µM]
COc1ccc(OC)c(NC(=O)c2nc3ccccc3s2)c1,-24.0
O=C(c1cccc(F)c1)N1CCCCN2[C@H](CO)[C@H](c3ccc(-c4cncnc4)cc3)[C@@H]2C1,-4.9[25 µM]
CCCCN(C(=O)C1CCCC1)c1c(N)n(CCC)c(=O)[nH]c1=O,-0.3
Cn1c(N)c(C(=O)COC(=O)/C=C/c2ccc(F)cc2)c(=O)n(C)c1=O,6.8
CO[C@H]1CC[C@@H]2CCN(C)C(=O)[C@H](C)N(C)C(=O)c3cccc(C#N)c3OC[C@H]1O2,9.9[25 µM]
O=C(CC1CC1)N1CC(=O)N2[C@H](CO)[C@H](c3ccc(C#Cc4cccc(F)c4)cc3)[C@H]2C1,9.2[25 µM]
O=C(Nc1cccc(NC(=O)c2cccs2)c1)c1cccnc1,1.3
CN(C)Cc1cn(CCC(=O)O)c2ccccc12,2.7
CC(=O)Nc1ccc(Oc2cc(C#N)c(C#N)cc2N2CCCCCC2)cc1,4.9
CCN(CC(=O)Nc1ccc(NC(C)=O)cc1)C(=O)CCCc1nc2ccccc2c(=O)[nH]1,1.2
Cc1cc(=O)n2c(n1)OC(CO)C2 (stereo not drawn),8.4
COCC(=O)Nc1c(C(=O)Nc2cccc(OC)c2)oc2ccccc12,-63.2
O=C(CSc1nnc2ccccn12)NC(=O)c1cccc([N+](=O)[O-])c1,-1.3
CC(=O)c1ccc(NC(=O)c2cc3nc4c(c(C(F)(F)F)n3n2)CCCC4)cc1,-3.9
Cc1nc(C)c(C(=O)NCc2ccc(Cl)cc2)o1,4.3
O=C(C[C@@H]1CC[C@@H]2[C@H](COC[C@H](O)CN2C(=O)Nc2ccc(Cl)cc2)O1)NCC1CCCCC1,-32.4[25 µM]
O=C(CN1CCN(c2ccccc2)CC1)Nc1ccccc1Sc1ccccc1,8.1
O=C(NCC[C@@H]1CC[C@H](NS(=O)(=O)Cc2ccccc2)[C@@H](CO)O1)C1CCCC1,3.1
CC(=O)N1c2ccc(S(=O)(=O)NCCC(=O)Nc3ncccc3C)cc2CC1C (stereo not drawn),9.2
O=S(=O)(Cc1ccccc1)N1CCCCN2[C@H](C1)[C@@H](c1ccc(-c3ccc(F)cc3)cc1)[C@@H]2CO,-4.3[25 µM]
CCCNC(=O)N1C[C@@H]2[C@H](c3ccccc31)[C@@H](CO)N2Cc1ccc2c(c1)OCO2,10.4[25 µM]
Cc1cc2c(cc1S(=O)(=O)N(C)Cc1ccccc1)OCC(=O)N2,-0.3
CN(C)C(=O)c1ccc(-c2ccc(C3[C@@H]4CN(C(=O)c5ccccn5)C[C@H]3N4)cc2)cc1 (stereo partly drawn),-4.4[25 µM]
CC=Cc1ccc2n(c1=O)C[C@H]1[C@H](CO)[C@@H](C(=O)NCC(F)(F)F)N(C(=O)c3cccnc3)[C@@H]21 (mixture of isomers),-11.4[25 µM]
CC1CCCC(C)N1C(=O)COC(=O)c1ccccc1O (stereo not drawn),-88.7
Cc1cc(C)n2c(nc3ccccc32)c1C(=O)NCc1ccccc1,11.9
O=C(NCc1ccco1)N1c2ccccc2Sc2ccccc21,-20.9
O=c1ccccn1Cc1c(Cl)cccc1Cl,4.0
COCCNC(=O)Cn1nc(C)c([N+](=O)[O-])c1C,6.9
CC1(C(=O)NS(=O)(=O)C2CC2)CCN(C(=O)c2ccc(F)c(Cl)c2)C1 (stereo not drawn),3.0
O=C(O)CCCNS(=O)(=O)c1ccc(Br)s1,4.0
Cc1ccc(S(=O)(=O)NCCC(=O)OCC(=O)N(Cc2ccccc2)C(C)(C)C)cc1,22.7
Cc1ccc(-c2ccccc2[C@H]2[C@@H](CO)N(S(C)(=O)=O)[C@H]2C#N)cc1,4.4[25 µM]
O=C(Nc1ccc(Cl)c(Cl)c1)C1CCN(C(=O)c2ccco2)CC1,-4.9
Clc1cccc(Cc2nn[nH]n2)c1,6.1
Cn1c(-c2ccccc2)cnc1NCc1cc2c(cc1[N+](=O)[O-])OCO2,1.8
COCC(=O)N1[C@H](CO)[C@H](c2ccccc2-c2ccccc2F)[C@@H]1C#N,-6.5[25 µM]
CC(C)NC(=O)N(C)C[C@@H]1Oc2ccc(N)cc2CC(=O)N(C)C[C@@H]1C,0.3
CCCNC(=O)N1[C@@H](C#N)[C@@H](c2ccc(C3=CCCCC3)cc2)[C@@H]1CO,22.4[25 µM]
COc1cccc(NC(=O)N(C)C[C@@H]2Oc3ncc(/C=C/c4ccccc4)cc3C(=O)N([C@@H](C)CO)C[C@@H]2C)c1,6.3[25 µM]
Cc1ccccc1Nc1c(-c2ccccn2)nc2ccccn12,7.7

More compounds follow.
structure	BL2 CD40 inh
O=C(NCCCN1CCCCC1)C1CCN(c2ncnc3c2nc2n3CCCCC2)CC1	20.7
CCOC(=O)C1=C(COC(=O)/C=C/c2ccc(OC)c(OC)c2)NC(=O)NC1C (stereo not drawn)	1.3
O=C(N[C@H]1CC[C@@H](CCNC(=O)C2CCCC2)O[C@@H]1CO)c1ccccn1	2.8
O=C(NCC1CCCN1S(=O)(=O)c1cccs1)c1ccc(F)cc1 (stereo not drawn)	-1.6
Cc1cc(C(=O)Nc2c(C)nn(Cc3ccccc3)c2C)on1	8.5
COc1cccc(N(C(=O)Cn2nnc(-c3ccc(F)cc3)n2)C(C(=O)NCC2CCCO2)c2ccc(Cl)cc2)c1 (stereo not drawn)	16.4
CC[C@H](C)[C@H](NC(N)=O)C(=O)NCCc1ccc(Cl)cc1Cl	5.2
COc1ccc2c(c1)Cc1sc(NC(=O)c3cccs3)nc1-2	-50.3
C[C@H](CO)N1C[C@H](C)[C@@H](CN(C)C(=O)Nc2ccccc2)Oc2ncc(-c3cccnc3)cc2C1=O	0.6[25 µM]
COC(=O)c1ccccc1COn1c(=O)c[n+]([O-])c2ccccc21	-7.7
CO[C@H]1CN(C)C(=O)c2cc(NC(=O)Nc3cccc(Cl)c3)ccc2OC[C@H](C)N(C(=O)Nc2c(C)noc2C)C[C@H]1C	12.8[25 µM]
CCN(CCCNC(=O)CCn1c(=O)[nH]c2ccccc2c1=O)c1cccc(C)c1	14.2
CCOCC(=O)Nc1nc2ccc(OC)cc2s1	-23.9
CCCN(C(=O)C1=COCCO1)c1c(N)n(Cc2ccccc2)c(=O)[nH]c1=O	-7.8
CO[C@H]1CC[C@H]2CCN(C)C(=O)[C@@H](C)CN(C)C(=O)c3cc(C#N)ccc3OC[C@H]1O2	5.5[25 µM]

Three of these compounds, set out differently.
> Cc1ccc(-c2ccccc2[C@H]2[C@@H](CO)N(S(C)(=O)=O)[C@H]2C#N)cc1
- BL2 CD40 inh: 4.4[25 µM]
> O=C(Nc1ccc(Cl)c(Cl)c1)C1CCN(C(=O)c2ccco2)CC1
- BL2 CD40 inh: -4.9
> Clc1cccc(Cc2nn[nH]n2)c1
- BL2 CD40 inh: 6.1

Fetched by compound from above (5):
structure	BL2 CD40 inh
Cc1cc2c(cc1S(=O)(=O)N(C)Cc1ccccc1)OCC(=O)N2	-0.3
CC1CCCC(C)N1C(=O)COC(=O)c1ccccc1O (stereo not drawn)	-88.7
Cn1c(N)c(C(=O)COC(=O)c2cc3ccccc3cc2O)c(=O)n(C)c1=O	5.4
CN1C(=O)c2cc(NC(=O)C3CC3)ccc2OC[C@H]2O[C@@H](CC(=O)NCCc3ccncc3)CC[C@@H]21	7.2
CC(=O)Nc1ccc(S(=O)(=O)NNC(=O)CCc2ccccc2)cc1	13.9

Next part
structure	BL2 CD40 inh
COc1ccccc1NC(=O)CSc1nc2[nH]ncc2c(=O)[nH]1	13.7
COc1cc(C2N(C)C(=O)c3ccccc3N2C)ccc1O (stereo not drawn)	4.9
CN1C(=O)c2cc(NC(=O)Cc3cccs3)ccc2OC[C@@H]2O[C@@H](CC(=O)NCC3CC3)CC[C@@H]21	-0.9
C[C@H](CO)N1C[C@H](C)[C@@H](CN(C)Cc2ccc(Cl)c(Cl)c2)OCc2ccccc2-c2c(n(C)c3ccccc23)C1=O	30.7[25 µM]
C=CCN1C(=O)c2ccc(C(=O)NCC(=O)Nc3c(C)cc(C)cc3C)cc2C1=O	-1.9
O=C(NCC1CCCCC1)C1CCN(C(=O)NC2CCCCC2)CC1	8.5
N=c1n(CCN2CCCCC2)c2ccccc2n1CC(O)c1ccco1 (stereo not drawn)	10.3
O=C(Nc1ccccc1Cc1ccccc1)c1ccncc1	11.8
COc1ccc(OC)c(S(=O)(=O)NC(C)(C)C)c1	1.2
CC(C)CCNC(=O)C1(c2cccs2)CCOCC1	5.2
O=C(CNC(=O)c1ccc2c(c1)OCO2)N/N=C/c1cccc([N+](=O)[O-])c1	-6.1
CCOC(=O)CNC(=O)C12CC3CC(C1)CC(c1ccc(C)cc1)(C3)C2	2.3

An excerpt; rates above refer to the full screens.
